# VIM-2 inh – blocks Pseudomonas aeruginosa VIM-2 metallo-beta-lactamase; purified VIM-2, nitrocefin hydrolysis, epi-absorbance fluorescence; inhibition, % at 5.6 µM; 290,000 compounds, 0.89% hits; AID 1527;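 active means inhibition above the mean of all tested compounds plus 3 SD, cutoff set per screening run, cut at about 7.5% in these data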;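 further: red hydrolysis product quenches plate fluorescence so inhibitors raise well fluorescence; 0% = enzyme with DMSO and 100% = DMSO without enzyme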
# GPR7 antagonist – human neuropeptides B/W receptor 1 antagonism; P48145; GPR7-expressing cells, fluorescence antagonist assay; inhibition, % at 4.4 µM; 290,000 compounds, 1.1% hits; in the data active means inhibition above about 16%, passing the limit was not always enough;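 further: cells stimulated with the agonist NPW; 0% = agonist with vehicle and 100% = vehicle without agonist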
# Target sequence (P48145 whole entry, looked up): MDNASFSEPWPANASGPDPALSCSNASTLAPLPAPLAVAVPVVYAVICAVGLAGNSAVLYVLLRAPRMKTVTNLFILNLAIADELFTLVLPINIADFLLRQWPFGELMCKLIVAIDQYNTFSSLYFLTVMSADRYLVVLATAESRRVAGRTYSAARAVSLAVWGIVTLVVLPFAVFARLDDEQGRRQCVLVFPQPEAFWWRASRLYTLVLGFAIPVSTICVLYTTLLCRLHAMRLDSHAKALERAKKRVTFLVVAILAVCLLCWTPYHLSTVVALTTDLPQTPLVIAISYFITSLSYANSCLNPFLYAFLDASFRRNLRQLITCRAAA
# IMP-1 inh – blocks Pseudomonas aeruginosa IMP-1 metallo-beta-lactamase. purified IMP-1, nitrocefin hydrolysis, epi-absorbance fluorescence. inhibition, % at 5.6 µM. 290,000 compounds, 0.45% hits;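 active means inhibition above the mean plus 3 SD of all compounds in the same screening run, cut at about 4.5% in these data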;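 further: 0% = IMP-1 with DMSO and 100% = DMSO wells lacking enzyme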
#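 Assay system: purified IMP-1; Quantity: IMP-1 0.2 nM before substrate addition; Medium: HEPES buffer pH 7.1 with ZnSO4 and Brij 35; Incubation: 15 min enzyme–compound preincubation, then 25 min nitrocefin reaction, 25 °C; Signal: fluorescence quenching readout, ex 480/em 530 nm; Controls: DMSO with and without IMP-1; Repeats: singlicate testing.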
# DNA FID counter – counter-screen for HCV NS3 helicase inhibitors: DNA intercalator displacement; DNA fluorescent intercalator displacement, fluorescence; inhibition, % at 7.9 µM; 290,000 compounds, 0.17% hits; AID 1845; in the data active means inhibition above about 37%;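 further: 0% = vehicle and 100% = reference compound; higher means more ethidium bromide displaced from hairpin DNA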
# NS3 helicase inh – inhibitors of Hepatitis C virus NS3 helicase | NS3 helicase DNA unwinding, Cy5 molecular beacon fluorescence | inhibition, % at 10.9 µM | 290,000 compounds, 0.56% hits;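 active means inhibition above the mean of all tested compounds plus 3 SD, set per campaign, cut at about 35% in these data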;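 further: 0% = DMSO wells and 100% = thioflavine S control wells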
#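 Compound dosing – single dose, 10.9 µM nominal final, DMSO 0.8% final · System – NS3 helicase fragment of HCV · Buffer or medium – MOPS pH 6.5, MgCl2, DTT, Tween20, BSA · Signal – Cy5 beacon fluorescence read at start and 1 h · Also added – annealed dual-labelled DNA beacon duplex, ATP-started · Schedule – 1 h at 25 °C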
# GalR3 antag – human GalR3 antagonism; O60755; 360,000 compounds, 0.44% hits; HEK293 GalR3-CNG cAMP membrane potential fluorescence; galR3 body fused to GalR1 C-terminus; AID 651719; inhibition, % at 3 µM;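 active means inhibition above the screen-wide average plus 3 SD, cut at about 13% in these data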;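 further: forskolin and galanin both at EC90 stimulate the cells; cAMP rise reported by CNG channel membrane potential dye signal; 0% = forskolin plus galanin with DMSO and 100% = forskolin alone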
# Target sequence (O60755 1-299 limits assumed): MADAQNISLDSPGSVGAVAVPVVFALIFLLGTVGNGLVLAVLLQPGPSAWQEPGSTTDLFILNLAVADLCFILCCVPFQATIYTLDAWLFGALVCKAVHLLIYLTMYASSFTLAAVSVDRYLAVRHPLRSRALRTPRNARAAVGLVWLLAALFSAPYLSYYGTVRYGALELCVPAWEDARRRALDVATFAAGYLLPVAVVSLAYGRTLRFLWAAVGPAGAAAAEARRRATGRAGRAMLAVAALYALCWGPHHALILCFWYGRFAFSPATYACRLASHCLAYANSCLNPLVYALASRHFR
# V1R ag counter – V1a receptor agonism, counter-screen for OXTR agonists. P37288. CHO-V1R cells, Fluo-8 calcium fluorescence, agonist mode; 0% DMSO, 100% 3 nM vasopressin. activation, % at 3 µM. 320,000 compounds, 0.25% hits;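 active means activation above the mean activation of all tested compounds plus 3 SD, per screening run, cut at about 20% in these data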;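 further: signal is peak over basal fluorescence ratio across a 100 second FLIPR read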
# Target sequence (P37288 whole entry, looked up): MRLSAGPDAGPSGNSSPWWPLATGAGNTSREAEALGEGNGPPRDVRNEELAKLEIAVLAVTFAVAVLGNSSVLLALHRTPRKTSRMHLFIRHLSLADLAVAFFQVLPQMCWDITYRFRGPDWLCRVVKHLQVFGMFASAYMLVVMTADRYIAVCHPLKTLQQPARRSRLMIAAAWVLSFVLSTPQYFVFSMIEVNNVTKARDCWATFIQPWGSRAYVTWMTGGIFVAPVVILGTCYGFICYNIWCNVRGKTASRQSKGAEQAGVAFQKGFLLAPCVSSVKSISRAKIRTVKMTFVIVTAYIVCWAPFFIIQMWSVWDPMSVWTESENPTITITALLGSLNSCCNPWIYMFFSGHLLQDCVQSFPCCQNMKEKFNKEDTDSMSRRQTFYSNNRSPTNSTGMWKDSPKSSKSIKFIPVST
# OXTR agonist – activates the human oxytocin receptor | CHO-OTR cells, Fluo-8 calcium fluorescence; normalized: DMSO 0%, oxytocin 100% | AID 2435 | P30559 | activation, % at 3 µM | 320,000 compounds, 0.32% hits;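 active means activation above the mean of all tested compounds plus 3 SD, cutoff set per screening run, cut at about 20% in these data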;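 further: peak over basal fluorescence ratio from a 100 s FLIPR kinetic read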
# PHOSPHO1 inh – blocks human PHOSPHO1 phosphatase activity; AID 1565; inhibition, % at 13.3 µM; recombinant PHOSPHO1, absorbance phosphatase assay; 290,000 compounds, 1.1% hits; Q8TCT1; in the data active means inhibition above about 60%
# Active calls of the source: *; . = not tested or not shown; & = joins results of further samples. The order is random; about 4.3% have a hit in one of these screens.
SMILES,VIM-2 inh,GPR7 antagonist,IMP-1 inh,DNA FID counter,NS3 helicase inh,GalR3 antag,V1R ag counter,OXTR agonist,PHOSPHO1 inh
CCCC(c1nnnn1Cc1ccco1)N1CCN(c2ccccc2)CC1 (stereo unspecified),-2.8,8,-2.4,-14,3,2,-0.4,-1.7,24
CCOc1ccc(NC2=NCC(=O)N2CCc2ccccc2)cc1,-0.3,0,-3.0,-6,-4,-3,20*,14,0
CCCCn1c(-c2ccncc2)nc2c1c(=O)[nH]c(=O)n2CC(C)C,-0.6,-4,-0.9,-6,-3,-4,1.9,0.2,2
COc1ccc(NC(=O)CCC2CCCCC2)cc1S(=O)(=O)N1CCCCC1,-0.5,10,-3.6,-31,-2,-8,4.2,5.2,-20
O=C(Nc1nnc(CCN2CCCCC2)s1)c1cccc(Cl)c1,0.5,-8,-2.1,2,0,-3,-1.8,2.6,12
Cc1c(CCC(=O)N[C@@H](C)C(=O)O)c(=O)oc2cc3oc4c(c3cc12)CCCC4,0.6,1,-0.9,-19,15,-11,1.9,-0.9,14
CCN(CC)c1ccc(/C=N/N=C(c2ccccc2)c2ccccc2)c(O)c1,-1.9,-9,-2.6,-2,0,-5,0.3,-1.0,25
COc1ccccc1CNC(=O)c1ccc(N2CCOCC2)c([N+](=O)[O-])c1,2.3,11,-3.1,-21,1,0,1.3,-0.7,0
COc1ccc(C2=NO[C@@H]3[C@@H]4C[C@@H]([C@H]5C(=O)N(C)C(=O)[C@@H]45)[C@H]23)cc1,-3.0,-11,-2.2,-16,2,-2,1.4,0.4,0
Cc1ccc(S(=O)(=O)N2CCCCC2)cc1NS(=O)(=O)c1cccc(C(=O)O)c1,-1.8,-8,-2.9,-31,8,-4,0.6,-0.1,2
COc1ccc(N(CC(=O)Nc2c(C)n(C)n(-c3ccccc3)c2=O)S(=O)(=O)c2ccc(C)cc2)cc1OC,-2.8,-13,-2.3,-34,-8,-8,0.3,0.3,31
Cc1ccc(S(=O)(=O)c2c(N)n(NC(=O)C3CC3)c3nc4ccccc4nc23)cc1,-0.7,10,0.1,-6,5,-4,-0.9,-0.5,10
Cc1ccc(CNC(=O)C(C)OC(=O)c2ccco2)cc1 (stereo unspecified),-3.1,-4,-3.6,-6,8,0,0.3,-1.1,-24
CCOc1ccc(C2c3[nH]c4ccccc4c3C[C@H]3C(=O)N(C4CC4)CC(=O)N23)cc1OC (stereo partly specified),-3.0,-16,-3.3,-37,2,-12,.,.,6
CC(=O)Nc1ccc(S(=O)(=O)NC2(C(F)(F)F)NC(=O)N(c3ccccc3F)C2=O)cc1 (stereo unspecified),-5.4,-12,-2.7,2,6,-3,0.5,1.0,41
CCCCn1c(O)c(/C=C/C=C/C=Nc2ccccc2)sc1=S,-0.9,-16,1.4,-15,22,-5,0.0,-0.3,4
CCCCCn1c(=O)[nH]c2cc(C(=O)NCCN(CC)CC)ccc2c1=O,-1.6,-15,-5.1,15,-1,-1,0.8,0.7,11
Cc1cccc(NC(=O)CSc2nc3ccccc3c(=O)n2C)c1,4.0,8,-0.1,-25,19,-10,11,4.6,45
CCOc1ccc(S(=O)(=O)NCCOC)cc1C,-0.4,-11,-3.5,-3,0,-6,-0.1,-0.9,-20
CC(=O)Nc1ccc2c(c1)ncn2-c1ccccc1,-1.2,-3,-2.3,-5,1,0,0.6,-0.2,16
COc1ccc(-c2nc(-c3cccs3)no2)cc1,-1.9,1,-2.4,-3,-3,9,-0.9,-0.3,32
COc1cc2[nH]c(=O)c(C(=O)NCCCN3CCOCC3)c(O)c2cc1OC,0.6,1,-3.0,11,-15,-7,-0.1,-0.7,53
CC1=C(CC(=O)O)c2cc(F)ccc2/C1=C/c1ccc(S(C)=O)cc1 (stereo unspecified),-0.1,-9,0.3,-24,1,-3,0.1,-0.4,-8
Cc1nc2ccccc2n1/C(=N\S(=O)(=O)c1ccccc1)c1ccccc1,-1.2,7,0.5,0,-10,1,0.7,0.8,6
O=[N+]([O-])c1ccc(/C=N/N2CCN(c3ccncc3S(=O)(=O)N3CCCCC3)CC2)cc1,-1.5,4,-1.2,-2,4,-5,0.9,1.4,12
CC(=O)c1ccccc1OCc1ccc(S(=O)(=O)Cc2ccccc2)cc1,-2.5,-2,-4.8,-33,-3,-7,5.8,9.4,41
O=C(C1CCN(S(=O)(=O)c2cccc3cccnc23)CC1)N1CCCC1,.,.,.,.,.,1,0.2,1.1,-2
Cc1cccc(C(=O)N2CCC(n3nnc4cc(F)ccc43)CC2)c1,-3.5,-6,-3.3,-14,2,-1,0.7,0.1,-14
CCn1c(SCC(=O)NC2CCCCC2)nnc1-c1ccco1,0.8,-11,-0.8,-11,2,-9,0.5,1.1,36
COc1ccc(C(=O)C(CCC(CNC(C)(C)C)C(=O)c2ccc(OC)cc2)CNC(C)(C)C)cc1 (stereo unspecified),-1.9,79*,-1.1,43*,-64,0,3.5,4.1,0
Cc1ccc(NC(=O)COC(=O)c2cccnc2Cl)cc1S(=O)(=O)N1CCCCC1,-0.8,-13,-1.1,-2,-4,2,6.7,11,20
Cc1ccc(C(=O)c2c(C)oc3c2C(=O)C(=O)c2ccccc2-3)cc1,-0.6,13,-1.3,-27,36*,.,1.4,-0.7,-4
CC1=CC=CC2=NC(=O)CC(C)(C(=O)N(CC(=O)NC3CCCC3)Cc3ccc(Cl)cc3)N12 (stereo unspecified),-3.0,-12,1.4,-16,11,-7,0.1,0.2,-32
Oc1ccccc1CNc1nccs1,-0.3,-9,1.1,-4,7,-6,0.4,1.1,31
O=C1CCN(S(=O)(=O)c2ccccc2)C2CCCCC12 (stereo unspecified),1.5,4,-1.8,-3,-2,-2,0.4,0.1,-3
O=C(COC(=O)C1CCN(S(=O)(=O)c2cccs2)CC1)NCc1ccc(F)cc1,-1.4,7,-2.1,-24,9,1,7.4,5.0,28
COC(=O)CC1C(=O)NCCN1C(=S)Nc1ccccc1 (stereo unspecified),0.9,0,-1.4,1,4,-2,1.0,1.1,-2
COc1ccc(NS(=O)(=O)c2cccc(C(=O)NCC3(N4CCOCC4)CCCCC3)c2)cc1,-3.4,8,-3.7,-2,-15,2,-0.1,-0.8,18
COc1ccc(OCc2ccc(C(=O)O)cc2)cc1,-1.0,-8,-1.8,-3,-2,-2,0.1,1.7,-18
O=C(O)CC(=O)NC12CC3CC(CC(C3)C1)C2,-2.2&-3.6,-11&-5,-1.2&-3.9,-1&-3,19&-1,-2&-7,0.4&0.6,0.7&0.1,5&13
Cc1c(Cl)cccc1NC(=O)C1CCN(S(C)(=O)=O)CC1,-0.7,2,-3.1,1,0,-1,0.8,0.7,8
CCn1c2ccccc2c2cc(NC(=O)c3cccc([N+](=O)[O-])c3C)ccc21,-2.9,-4,0.3,5,-16,-4,-0.1,-1.0,-16
C1CCC(Nc2nc3nonc3nc2N2CCSCC2)C1,1.1,-11,1.1,1,22,-3,0.5,-1.9,35
COc1ccccc1N1CCN(C(=O)CN(C)S(=O)(=O)c2ccc3c(c2)c(=O)n(C)c(=O)n3C)CC1,1.3,-21,-1.5,-34,1,-6,-0.3,-2.4,-7
Cc1ccc(C)c(NC(=S)N(C)CCO)c1,-1.2,-7,-2.7,-8,-3,0,0.1,-1.2,8
COCCNc1cc(N)c([N+](=O)[O-])cc1[N+](=O)[O-],0.2,-7,-2.7,7,-1,-7,1.7,1.5,-5
CCC(CC)C(=O)Nc1ccccc1-n1cccc1,-1.7,-10,-2.9,-7,4,-2,-1.3,-1.9,42
O=C(Cn1cc2c(n1)CCCCC2)NCc1ccccn1,.,.,.,.,.,0,0.4,0.6,1
NC(=O)CC[C@@H]1NC(=O)[C@@H]2CCCN2C(=O)c2cc([N+](=O)[O-])cc(I)c2NCCC[C@@H](C(N)=O)NC1=O,-1.8,-10,-1.3,-4,-16,-3,-0.1,0.8,-6
CCOc1ccc(-c2nnn(CC(=O)NCc3ccc(C)cc3)n2)cc1,0.5,-11,-4.3,-2,3,-4,0.0,-1.2,-14
S=c1[nH]nc(COc2ccccc2)n1/N=C/C=C/c1ccccc1,-1.5,-8,-2.9,-20,-2,-2,-0.9,-3.0,24
CCOc1ccccc1NCc1cc(=O)oc2cc(C)ccc12,0.2,11,-3.5,-19,0,-12,-1.4,-2.2,30
Cc1sc(-c2ccncc2)nc1OC(=O)c1ccc(F)cc1F,0.0,1,10*,-14,4,-5,-0.7,-1.9,16
COc1nc(N/N=C/c2ccc(C)cc2)nc(N2CCCCC2)n1,-4.6,1,-2.9,-15,-1,-4,0.2,-2.6,-12
Cc1ccc(/C=C/C(=O)Nc2cccnc2)o1,-3.2,-8,-3.8,-15,1,2,1.0,0.2,-3
CCOC(=O)c1cccc(NC(=O)/C=C/c2cccc([N+](=O)[O-])c2)c1,-3.2,-7,-1.8,-1,-5,-4,0.3,0.2,-3
Cc1ccc(NC(=O)CC(=O)c2ccc([N+](=O)[O-])cc2)cc1S(=O)(=O)Nc1cccc(Cl)c1,-2.1,-5,-1.1,1,-4,-1,-0.6,-0.4,55
CNc1nc(NCCOC23CC4CC(CC(C4)C2)C3)nc(OCC(F)(F)F)n1,2.2,1,0.9,3,-7,-4,0.2,-1.3,17
CC(C)CN1CC(=O)N2C(c3ccccc3)c3[nH]c4ccccc4c3C[C@H]2C1=O (stereo partly specified),-2.3,11,-1.1,-29,-13,-5,3.3,3.8,.
N#Cc1c(C(F)(F)F)cc(-c2ccccc2)n(N)c1=O,-0.6,-4,-0.4,0,6,-8,1.6,4.8,.

# Additional structures.
SMILES,VIM-2 inh,GPR7 antagonist,IMP-1 inh,DNA FID counter,NS3 helicase inh,GalR3 antag,V1R ag counter,OXTR agonist,PHOSPHO1 inh
CCOC(=O)C1CCN(S(=O)(=O)c2ccc3[nH]c(=O)c(=O)[nH]c3c2)CC1,-1.8,-3,-1.2,1,0,0,-0.5,-1.0,20
Cn1c(CO)nc2cc(N)ccc21,0.7,-9,-3.5,0,-6,-4,1.1,0.7,18
CC(C)c1ccc(NS(=O)(=O)c2ccc(N3C(=O)CCC3=O)cc2)cc1,-0.5,-2,-1.2,-16,4,0,8.3,6.7,-12
Cc1ccc(C(=O)N2CC(=O)Nc3ccccc32)o1,-1.4,-2,-0.2,-4,16,2,-1.1,0.0,-4
COc1ccc(C(=S)N2CCCC2)cc1OC,2.7,-5,0.0,5,13,-2,0.5,1.1,15
NC(=S)c1ncc(C(F)(F)F)cc1Cl,-1.5,-7,-1.4,-5,15,-2,0.8,-1.0,27
COc1ccc(-n2c(=O)c3ccccc3n(CC(=O)NCC3CCCO3)c2=O)cc1 (stereo unspecified),-0.1,0,-0.9,-15,-2,-8,0.1,-0.3,28

# 3 compounds out of the list above, sorted by the number in IMP-1 inh, lowest first:
structure | VIM-2 inh | GPR7 antagonist | IMP-1 inh | NS3 helicase inh | GalR3 antag | PHOSPHO1 inh
NC(=S)c1ncc(C(F)(F)F)cc1Cl | -1.5 | -7 | -1.4 | 15 | -2 | 27
COc1ccc(-n2c(=O)c3ccccc3n(CC(=O)NCC3CCCO3)c2=O)cc1 (stereo unspecified) | -0.1 | 0 | -0.9 | -2 | -8 | 28
Cc1ccc(C(=O)N2CC(=O)Nc3ccccc32)o1 | -1.4 | -2 | -0.2 | 16 | 2 | -4

# High-throughput results deposited in PubChem by several laboratories.
